Screens as filed in PubChem.
PfM18AAP inh = PfM18AAP inhibitors, malaria aminopeptidase, primary screen, biochemical, QFRET, recombinant enzyme | M18 aspartyl aminopeptidase (Plasmodium falciparum 3D7) | H-Glu-NHMec fluorogenic cleavage | inhibition, % at 7.35 µM | hit rate 1.2% among 290,000;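 active = inhibition above the campaign mean inhibition over all tested compounds plus 3 SD, cut at about 28% in these data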;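 note: 0% = plate median of test compound wells and 100% = 2 mM ZnCl2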
OXTR ag = human OXTR agonists, primary screen, fluorescence, CHO-OTR cells, Fluo-8 calcium; Oxytocin receptor (Homo sapiens), P30559; Fluo-8 calcium fluorescence; normalized: DMSO 0%, oxytocin 100%; activation, % at 3 µM; hit rate 0.32% among 320,000; AID 2435, 2010;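 active = activation above the mean of all tested compounds plus 3 SD, cutoff set per screening run, cut at about 20% in these data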;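 note: peak over basal fluorescence ratio from a 100 s FLIPR kinetic read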
Target sequence (P30559 whole entry, looked up): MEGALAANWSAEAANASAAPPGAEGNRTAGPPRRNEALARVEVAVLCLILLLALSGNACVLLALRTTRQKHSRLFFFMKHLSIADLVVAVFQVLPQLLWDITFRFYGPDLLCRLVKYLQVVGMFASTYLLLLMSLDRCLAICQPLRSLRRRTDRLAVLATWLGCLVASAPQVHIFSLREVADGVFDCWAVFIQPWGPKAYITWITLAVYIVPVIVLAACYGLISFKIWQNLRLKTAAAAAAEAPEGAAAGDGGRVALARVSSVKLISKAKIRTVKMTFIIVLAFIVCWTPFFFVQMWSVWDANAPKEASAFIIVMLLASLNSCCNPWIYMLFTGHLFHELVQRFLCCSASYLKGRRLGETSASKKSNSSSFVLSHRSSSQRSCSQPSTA
NALP1 yeast inh = NALP1 inflammasome inhibitors in reconstituted yeast, colorimetric, S. cerevisiae, triplicate retest. S. cerevisiae NALP1/ASC/caspase-1 growth, X-gal OD620, 72 h. hit rate 0.61% among 280,000. inhibition, % at 10 µM. AID 2071, 2009; in the data active = inhibition mostly above about 24%, no sharp cut-off; inactive = mostly below about 32%; note: some compounds called inactive have numbers as strong as hits
GalR3 antagonist = GalR3 antagonists in HEK293 cells, primary screen, cell-based, fluorescence readout; HEK293 GalR3-CNG cAMP membrane potential fluorescence; galR3 body fused to GalR1 C-terminus; inhibition, % at 3 µM; Galanin receptor type 3 (Homo sapiens), O60755; hit rate 0.44% among 360,000;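 active = inhibition above the screen-wide average plus 3 SD, cut at about 13% in these data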;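 note: forskolin and galanin both at EC90 stimulate the cells; cAMP rise reported by CNG channel membrane potential dye signal; 0% = forskolin plus galanin with DMSO and 100% = forskolin alone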
MEKK2mut PB1 HTS = MEK5 binding signal on mutant MEKK2 PB1, primary screen, biochemical, multiplex bead flow cytometry, Alexa488-MEK5 | Alexa488-MEK5 binding to MEKK2 mutant | percent response, % at 10 µM | hit rate 0.35% among 290,000; in the data active = percent response above about 24%, passing the limit was not always enough; note: inactives centre near 1; some results filed as inactive read as strong as hits
OXTR potentiator = human OXTR potentiators, primary screen, fluorescence, CHO-OTR cells, Fluo-8 calcium; Oxytocin receptor (Homo sapiens), P30559; Fluo-8 calcium fluorescence, potentiator mode; 0% = oxytocin EC15, 100% = EC100; activation, % at 3 µM; hit rate 0.061% among 320,000; AID 2445, 2010;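 active = activation above that plate's cutoff, the mean activation of tested compounds plus 3 SD, cut at about 6.6% in these data, passing the limit was not always enough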;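 note: 100% uses oxytocin at 75 nM as the full agonist control; some results filed as inactive read as strong as hits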
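assay system = CHO-OTR cells, human receptor | schedule = compound 6 min at room temperature before oxytocin, 100 s read | detection = Fluo-8 intracellular calcium fluorescence, ex 470-495, em 515-575 nm | evaluation = normalized max/min fluorescence ratio, % activation | control set = EC15 oxytocin alone as 0%, 75 nM oxytocin (EC100) as 100%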
V1R ag counter = agonists of human V1a receptor, primary screen, counter-screen for OXTR agonist project, fluorescence, CHO-V1R cells; Vasopressin V1a receptor (Homo sapiens), P37288; Fluo-8 calcium fluorescence, agonist mode; 0% DMSO, 100% 3 nM vasopressin; activation, % at 3 µM; hit rate 0.25% among 320,000; AID 2797, 2010;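 active = activation above the mean activation of all tested compounds plus 3 SD, per screening run, cut at about 20% in these data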;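 note: signal is peak over basal fluorescence ratio across a 100 second FLIPR read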
Target sequence (P37288 whole entry, looked up): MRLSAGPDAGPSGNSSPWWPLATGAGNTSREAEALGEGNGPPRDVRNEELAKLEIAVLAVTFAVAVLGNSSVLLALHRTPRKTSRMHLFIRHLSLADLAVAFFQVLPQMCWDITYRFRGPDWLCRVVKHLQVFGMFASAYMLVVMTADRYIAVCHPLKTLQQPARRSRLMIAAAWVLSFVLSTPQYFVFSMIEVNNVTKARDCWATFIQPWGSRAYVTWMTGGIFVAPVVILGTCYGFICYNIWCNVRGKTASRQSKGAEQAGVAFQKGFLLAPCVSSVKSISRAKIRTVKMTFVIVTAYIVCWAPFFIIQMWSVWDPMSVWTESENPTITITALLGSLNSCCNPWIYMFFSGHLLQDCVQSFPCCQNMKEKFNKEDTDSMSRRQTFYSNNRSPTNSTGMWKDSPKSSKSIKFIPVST
GPR7 antagonist = GPR7 receptor antagonists, primary screen, cell-based, fluorescence, single concentration | GPR7-expressing cells, fluorescence antagonist assay | inhibition, % at 4.4 µM | hit rate 1.1% among 290,000; in the data active = inhibition above about 16%, passing the limit was not always enough;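 note: cells stimulated with the agonist NPW; 0% = agonist with vehicle and 100% = vehicle without agonist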
MEKK2wt PB1 HTS = modulators of MEK5 binding to wildtype MEKK2, primary screen, biochemical, multiplex bead flow cytometry, Alexa488-MEK5. Mitogen-activated protein kinase kinase kinase 2 (Homo sapiens), Q9Y2U5. Alexa488-MEK5 binding to MEKK2 WT; actives lie on both sides. binding response (% of control), % at 10 µM. hit rate 1.1% among 290,000. AID 1531, 2009; in the data active = binding response below about 67% or above about 130%
* marks the source's active call; other numbers are inactive results; . = not tested or not shown.

structure,NALP1 yeast inh,OXTR ag,PfM18AAP inh,OXTR potentiator,MEKK2wt PB1 HTS,V1R ag counter,GalR3 antagonist,GPR7 antagonist,MEKK2mut PB1 HTS
Clc1nc(Cl)nc(NCCC2=CCCCC2)n1,-1,0.6,3,-1,103,0.6,-1,-21,2
CCN1CCn2c3c(c4cc(Cl)ccc42)CCCC31 (stereo not drawn),18,-1.2,2,-7,108,-0.7,2,-1,8
CCC(OC(=O)C1=Cc2ccccc2OC1)C(=O)NC1CCCC1 (stereo not drawn),28,0.0,1,3,114,1.2,0,-6,11
CCOc1ccc(NC(=O)CN(C)C(=O)c2ccc(COc3ccccc3)o2)cc1OCC,.,-1.1,.,-12,.,-0.5,-1,.,.
Clc1cccc(COn2c(-c3ccc(Cl)cc3Cl)nc3ncccc32)c1,-2,-2.2,-10,-10,101,-0.8,-2,-11,-1
COc1cccc(NC(=O)N2CCCCCC2)c1,8,0.2,-15,-7,101,-0.3,-4,-5,1
O=C1CCCc2oc3c(c21)CCCC3,29,-1.5,-1,-10,96,0.8,8,-18,-1
CC(C)(C)c1ccc(S(=O)(=O)CC(O)CSc2nc3c(cc2C#N)CCCC3)cc1 (stereo not drawn),1,-1.5,-3,-19,.,1.3,-6,-10,.
CC(C)c1ccc(/C=C/C(=O)NC2CCCCC2)cc1,23,-2.8,2,-3,107,0.0,-7,6,-1
Cn1nc(-c2ccccc2F)c2cc(C(=O)N3CCN(C(=O)c4ccco4)CC3)sc21,.,2.1,1,-8,95,7.3,-5,-9,-1
COCCCN=Cc1c(-c2ccccc2)[nH]n(-c2nc3ccccc3s2)c1=O,.,-1.6,4,0,101,-0.8,1,-14,8
CCc1cc(C(=O)NNC(=S)NC(C)c2ccccc2)cs1 (stereo not drawn),-22,8.3,-8,-11,90,4.9,-6,15,-10
CC(=O)c1ccc(NC(=O)c2cccc(S(=O)(=O)N3CCN(C)CC3)c2)cc1,15,-2.7,-2,-5,100,0.3,-7,9,2
CCOC1(c2ccccc2)CC1C(=O)N/N=C/c1cccc([N+](=O)[O-])c1 (stereo not drawn),.,-0.1,0,-16,91,0.5,-4,2,-25
CC(C)C[C@H](NC(=O)[C@@H]1Cc2c([nH]c3ccccc23)C2c3ccccc3C(=O)N21)C(=O)NCC1CCCO1 (stereo partly drawn),27,0.2,6,-6,101,0.6,-5,7,1
COc1ccc(C(=O)NCc2nnc(SCC(=O)Nc3nnc(C)s3)o2)cc1,-4,0.9,35*,-1,100,0.4,.,-12,7
COC(=O)c1cccc(NC(=O)CC2C(=O)NCCN2C(=O)Nc2ccccc2)c1 (stereo not drawn),20,-1.0,-2,-6,103,-0.5,-5,5,-2
COCCOC(=O)C1=C(N)Oc2c(oc(CO)cc2=O)C1c1ccccc1F (stereo not drawn),-35,-0.3,-1,-9,106,0.2,-6,0,12
CCOC(=O)C1CCCN(S(=O)(=O)c2nc3nc(C)cc(C)n3n2)C1 (stereo not drawn),19,.,-8,.,104,.,1,-3,0
CC(C)(C)c1ccc(C(=O)NCC(=O)OCN2C(=O)c3ccccc3C2=O)cc1,7,0.2,9,0,100,-0.1,5,-6,-6

In another format: results already given.
COCCOC(=O)C1=C(N)Oc2c(oc(CO)cc2=O)C1c1ccccc1F (stereo not drawn)
  NALP1 yeast inh: -35 | OXTR ag: -0.3 | PfM18AAP inh: -1 | OXTR potentiator: -9 | MEKK2wt PB1 HTS: 106 | V1R ag counter: 0.2 | GalR3 antagonist: -6 | GPR7 antagonist: 0 | MEKK2mut PB1 HTS: 12
CCOC(=O)C1CCCN(S(=O)(=O)c2nc3nc(C)cc(C)n3n2)C1 (stereo not drawn)
  NALP1 yeast inh: 19 | OXTR ag: . | PfM18AAP inh: -8 | OXTR potentiator: . | MEKK2wt PB1 HTS: 104 | V1R ag counter: . | GalR3 antagonist: 1 | GPR7 antagonist: -3 | MEKK2mut PB1 HTS: 0

The results go on.
structure,NALP1 yeast inh,OXTR ag,PfM18AAP inh,OXTR potentiator,MEKK2wt PB1 HTS,V1R ag counter,GalR3 antagonist,GPR7 antagonist,MEKK2mut PB1 HTS
COc1cc(NC(=O)Nc2cc(C)on2)cc(OC)c1OC,-9,0.6,0,-6,96,-0.3,-6,15,5
Cn1nc(CC(=O)Nc2ccc(N3CCN(C(=O)OC(C)(C)C)CC3)cc2)c2ccccc2c1=O,7,17,-3,-23,.,11,4,-7,.
CC(=O)Nc1ccc(NC(=O)C(C)OC(=O)CC2CCCCC2)cc1 (stereo not drawn),.,1.5,.,-4,.,0.7,-4,.,.
Cn1c(N)c(C(=O)COC(=O)/C=C/c2cccc(Br)c2)c(=O)n(C)c1=O,.,4.3,.,-10,.,6.0,-1,.,.
CC1(C)N=C(N)N=C(N)N1c1ccc(Oc2ccc(Cl)cc2)c(Cl)c1,8,0.1,2,-5,129,0.3,6,-3,20
CCCN(CC(=O)Nc1ccccc1OC)C(=O)CCCN1C(=O)c2ccccc2C1=O,.,-0.4,.,3,.,-0.4,-1,.,.
CCCCOc1ccc(C(=O)Nc2ccc(N3CCN(C)CC3)cc2)cc1,-7,1.6,3,-9,114,1.0,-3,-4,14
Cc1nn(C(C)C(=O)O)c(=O)c2c1sc1ccccc12 (stereo not drawn),6,-0.4,-4,-5,92,0.1,-7,-8,-4
COc1ccc(NS(=O)(=O)c2ccc3c(c2)N(C(C)=O)CCO3)cc1,-16,5.5,-3,-11,97,7.6,-6,-17,3
C=CCc1cccc(/C=N/NC(=O)CNc2ccccc2OC)c1O,0,-1.7,0,-10,99,-0.3,-4,1,-2
COc1ccc(/C=N/NC(=O)c2ccc(C)nc2)cc1O,16,0.6,5,0,107,0.7,-10,-10,6
Cc1ccc(-n2c(=O)c3sccc3n(CC(=O)NCc3ccco3)c2=O)cc1F,-9,-0.8,4,-7,111,0.3,-3,-5,4
Cc1cccc(C(=S)N2CCOCC2)n1,.,1.2,.,2,.,-0.2,-3,.,.
Cc1cc(N)n(-c2ccc3ccccc3c2)n1,-7,-2.3,-4,2,89,-1.5,-1,-12,-8
CCn1c(SCc2nc(-c3ccccc3)no2)nnc1-c1cccs1,22,2.4,-7,-11,92,4.1,-1,18,-8
COc1ccc(NC(=O)c2ccc(NC(=O)C3CC3)cc2)cc1,12,0.4,-15,-4,97,1.1,-3,-8,-1
Cc1nn(-c2nnc(NCc3ccccc3)nn2)c(C)c1Br,23,0.7,8,-2,82,3.9,0,-8,-3
Cc1nnc2c(NC3CCCCC3)nc3ccccc3n12,-1,-0.5,3,2,108,-0.7,-9,-11,11
CCOCC(=O)Nc1cccc(SC)c1,6,-1.1,-1,-10,102,0.2,0,-4,-1
Cc1[nH]c2ccc(C(=O)N3CCN(Cc4ccccc4)CC3)cc2c1C,4,1.4,7,-9,101,3.3,5,13,2
Cc1nnc(SCC(=O)N2CCN(S(=O)(=O)c3ccccc3)CC2)[nH]c1=O,24,0.7,11,-9,101,0.5,-3,4,4
CC(C(=O)c1ccc(-c2ccccc2)cc1)[n+]1cccc(C(N)=O)c1 (stereo not drawn),23,2.1,-16,1,117,0.6,-12,-5,5
Cc1cc(C)c2ccc(=O)n(CC(=O)N/N=C/c3ccccc3Cl)c2n1,.,1.0,-7,3,100,-1.0,2,-2,-1
COc1ccc(C(=O)OC(COc2ccccc2)Cn2ccnc2)cc1 (stereo not drawn),-3,0.7,-2,-6,101,1.1,-2,5,2
CSc1ccc(C#N)cc1NC(=O)c1cccnc1Cl,12,-1.4,-2,-22,95,1.0,-6,10,-1
Cc1ccc2c(c1)N(CC(=O)N1CCCC1)C(=O)c1cccnc1O2,1,0.9,-10,-2,101,-0.1,4,8,-2
CCn1c(SCC(=O)N2CCCCCC2)nc2ccccc2c1=O,-6,-1.2,-2,-6,104,0.1,-9,2,11
CC1=C(C(=O)Nc2ccccc2)C(c2ccc3c(c2)OCO3)C2=C(CCCC2=O)N1 (stereo not drawn),-3,-0.2,-10,-2,105,0.1,1,-1,4
COc1ccc(N2CCN(Cc3cc(=O)oc4cc(C)c(Cl)c(C)c34)CC2)cc1,-16,-0.1,2,-8,105,0.1,-2,-14,8
COCCCNC(=O)c1cc(-c2cccnc2)nc2ccccc12,-7,3.8,-3,-9,108,1.0,-8,-20,7
COc1cccc(C(c2ccccc2)N2C3CCC2CN(S(=O)(=O)c2ccc(F)cc2)CC3)c1 (stereo not drawn),.,-0.7,.,-11,.,-0.6,-5,.,.
CCN(CC)C(=O)CCCSc1nnc(Nc2ccccc2F)s1,-2,0.2,2,0,88,2.6,-8,-5,-12
Cc1nc2nc(C)c(CCC(=O)N3CCN(c4ccccc4)CC3)c(C)n2n1,5,-0.7,-3,-4,115,0.0,-4,-3,4
CCOC(=O)c1cccc(NC(=O)c2cc(C)nn2-c2ccccc2)c1,18,-1.3,5,-11,102,1.0,-9,-4,5
O=C(NCc1nc2ccccc2[nH]1)C1=C[C@H](c2ccccc2)C[C@H](OCCCCO)O1,.,0.5,.,0,94,-0.2,-4,.,1
COC(=O)c1ccccc1OCC(=O)N1CCN(c2ccc(F)cc2)CC1,-9,-0.9,-4,-6,99,0.3,-6,15,-1
O=C(O)CSCc1nc2ccccc2[nH]1,0,0.2,-4,-12,82,0.0,6,-6,-14
CC1=C/C(=N\Nc2ccccc2[N+](=O)[O-])CC(C)(C)C1,8,-1.5,0,-10,97,-1.2,4,-10,0
O=C(COc1ccccc1)N1CCN(c2nnc(-c3ccccc3)c3ccccc23)CC1,-1,-2.0,8,-1,96,-0.4,-6,-1,-2
COC(=O)c1ccc2nc(-c3ccc(S(C)(=O)=O)cc3)cn2c1,22,1.0,-9,-9,96,2.4,-8,-4,-1
CCN(CC(=O)Nc1c(F)cccc1F)C(=O)c1ccc(C(=O)c2ccccc2)cc1,.,2.2,.,-5,.,3.1,-6,.,.
COc1ccccc1/C=N/NC(=O)c1ccc(=O)n(C)c1,-5,-0.1,3,-1,102,-0.2,1,-4,4
COc1ccc(S(=O)(=O)N2CCN(Cc3cccnc3)CC2)cc1,12,.,1,.,99,.,-1,-3,1
Cc1ccc(-c2noc(-c3ccoc3C)n2)cc1,17,0.4,2,-7,101,0.7,-2,-13,-1
Cc1ccc(-c2nnc(CSc3nncn3N)o2)cc1,-11,0.8,7,1,98,-0.1,5,-4,-4
O=C(Nc1ccc2ccccc2c1)c1onc2c1CCCC2,14,-0.5,2,-9,96,0.1,-4,12,4
COC(=O)c1cccnc1NC(=S)NC(C)C,-2,0.5,4,3,106,0.7,2,-24,4
O=C(COC(=O)CCC(=O)c1ccc(F)cc1)Nc1ccc(Cl)cn1,.,0.1,.,-4,.,1.8,-4,.,.

Hits appear at their usual frequency; about 4.1% have a hit in one of these screens.
